# AI-2 QS modul – Vibrio harveyi AI-2 quorum sensing modulation; Vibrio harveyi JMH597 AI-2 luminescence/OD600 ratio, 9 h; stronger effect = lower value; strain lacks LuxN and CqsS sensors; 0 = neutral-control median; AID 2094; hit rate 0.4% among 300,000; activity change, % at 7.5 µM; in the data active means activity change below about -75%, passing the limit was not always enough;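 further: luminescence divided by OD600 gain over 9 h not by final OD600 alone; inactives centre near 13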
# TRPC4 block – inhibitors of mouse TRPC4 channel. Q9QUQ5. HEK293 TRPC4beta/mu-opioid, DAMGO-evoked Fluo4 calcium flux; stronger effect = lower value. B-score at 10 µM. hit rate 0.39% among 300,000. AID 2247;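 active means B-score over 3 SD under the library average, no early fluorescence shift, positive overall ratio signal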
#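 Assay system – HEK293 line stably carrying TRPC4beta and mu-opioid receptor · Doses – single dose · Detection – Fluo4 calcium-dye fluorescence, kinetic read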
# TRPC6 inhibitor – mouse TRPC6 channel inhibition | B-score at 10 µM | AID 2553 | HEK293-TRPC6, membrane potential dye, ACh-evoked depolarization; stronger effect = lower value | Q61143 | hit rate 1.1% among 310,000;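 active means B-score under library mean minus 3 SD, initial fluorescence not abnormally high, positive integrated signal ratio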;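 further: B-score derived from integrated fluorescence ratio over the kinetic read; more negative B-score means stronger inhibition of depolarization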
# Target sequence (Q61143 whole entry, looked up): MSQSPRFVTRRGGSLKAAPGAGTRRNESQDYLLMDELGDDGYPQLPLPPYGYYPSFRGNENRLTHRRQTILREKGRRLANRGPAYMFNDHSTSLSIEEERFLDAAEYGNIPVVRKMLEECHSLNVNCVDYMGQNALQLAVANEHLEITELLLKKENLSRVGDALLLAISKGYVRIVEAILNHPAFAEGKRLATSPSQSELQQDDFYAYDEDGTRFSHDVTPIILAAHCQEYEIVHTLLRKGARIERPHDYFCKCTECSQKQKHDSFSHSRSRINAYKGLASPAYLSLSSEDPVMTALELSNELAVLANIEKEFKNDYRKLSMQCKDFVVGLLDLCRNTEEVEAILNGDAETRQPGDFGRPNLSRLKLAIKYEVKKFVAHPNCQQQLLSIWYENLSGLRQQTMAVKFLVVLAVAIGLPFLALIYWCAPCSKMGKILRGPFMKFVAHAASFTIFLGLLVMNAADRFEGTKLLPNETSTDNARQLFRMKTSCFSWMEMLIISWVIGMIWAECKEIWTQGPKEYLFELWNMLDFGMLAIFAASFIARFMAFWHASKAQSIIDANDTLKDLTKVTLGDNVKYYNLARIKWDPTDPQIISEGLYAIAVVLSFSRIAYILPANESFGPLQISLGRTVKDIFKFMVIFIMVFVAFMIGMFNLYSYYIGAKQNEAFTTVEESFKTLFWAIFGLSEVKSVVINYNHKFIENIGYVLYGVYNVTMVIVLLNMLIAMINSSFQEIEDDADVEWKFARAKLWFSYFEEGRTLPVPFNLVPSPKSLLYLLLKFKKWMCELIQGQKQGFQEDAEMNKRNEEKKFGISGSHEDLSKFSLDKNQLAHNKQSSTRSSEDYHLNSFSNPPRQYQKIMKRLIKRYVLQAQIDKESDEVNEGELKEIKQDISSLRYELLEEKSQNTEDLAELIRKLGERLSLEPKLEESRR
# MrgX1 PAM – human MrgX1 positive allosteric modulation, primary screen. hit rate 0.63% among 310,000. B-score at 10 µM. MrgX1-HEK293, Fluo-4 calcium flux, FDSS; stronger effect = higher value. Q96LB2;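 active means plate-corrected calcium response at least 3 library SD above typical, normal starting fluorescence, not activating the receptor alone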;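 further: compound read alongside a low EC10 to EC30 dose of BAM8-22 agonist; peak minus trough fluorescence over baseline measured at the second addition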
# TRPC4 potent – allosteric potentiators of mouse TRPC4 channel. Q9QUQ5. HEK293 TRPC4beta/mu-opioid, DAMGO EC20, Fluo-4 Ca2+ flux; stronger effect = higher value. B-score at 10 µM. hit rate 0.42% among 310,000. AID 2227;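 active means B-score of calcium response area above 5 SD of library B-scores, with initial fluorescence ratio within 5 SD of library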;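 further: B-score of integrated fluorescence ratio over time as area under calcium response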
# PolyA inh – inhibitors of polyadenylation in S. cerevisiae; calls only at 12 µM; S. cerevisiae SKY197-pL101 polyadenylation reporter, beta-gal luminescence; efflux-impaired pdr1/pdr3 knockout yeast; score 100 = 6 SD above DMSO; hit rate 0.02% among 300,000; AID 1875;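 active means lowest replicate activity score at least 50, where 100 means six control SD above control mean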;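 further: yeast exposed to compound for 9 h at 30 °C; higher score means more reporter readthrough which indicates perturbed polyadenylation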
# TRPC4 act – opens the mouse TRPC4 cation channel; AID 2237; B-score at 10 µM; hit rate 0.49% among 310,000; HEK293 TRPC4beta/mu-opioid, Fluo4 calcium fluorescence; stronger effect = higher value; Q9QUQ5;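 active means B-score above 5 SD of library B-scores, and initial fluorescence ratio not above library mean plus 5 SD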;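 further: positive B-score marks a calcium rise read as TRPC4 activation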
#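 Assay system: HEK293 cells stably co-expressing mouse TRPC4beta and mu-opioid receptor / Timing: Fluo4 dye loading 45 min at room temperature, 110 s recording / Signal: Fluo4 calcium-sensitive dye fluorescence, kinetic, 1 Hz baseline / Read-out: integrated baseline-normalised fluorescence ratio, converted to per-well B score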
# MrgX1 antagonist – human MrgX1 receptor antagonism, primary screen. Q96LB2. hit rate 1.3% among 310,000. B-score at 10 µM. MRGX1-HEK293 calcium flux, Fluo-4, BAM8-22 antagonism; stronger effect = lower value. AID 588676;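 active means calcium-response B-score plate-corrected more than 3 library SD below zero, starting fluorescence within 5 deviations, no agonist response on first addition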;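 further: peak minus trough fluorescence over baseline after final BAM8-22 challenge near maximal dose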
# MrgX1 ag – activates human MrgX1 receptor signaling; MrgX1-HEK293 cells, Fluo-4 calcium fluorescence, agonist mode; stronger effect = higher value; B-score at 10 µM; hit rate 0.44% among 310,000; AID 588627;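 active means calcium response B-score plate-corrected fluorescence ratio at least 3 library SD, with starting fluorescence B-score inside 5 SD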
#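 Test system: HEK293 cells stably expressing human MrgX1 receptor; amount: 15,000 cells per well; doses: compound delivered in addition one of three; times: overnight plating before 1 h dye loading; detection: Fluo-4 NW calcium-flux fluorescence, kinetic read; read-out basis: B-scored fluorescence response ratio; controls: positive and negative controls per plate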
# TRPC6 act – activators of mouse TRPC6 channel; HEK293-TRPC6 membrane potential dye fluorescence; stronger effect = higher value; B-score at 10 µM; hit rate 0.13% among 310,000; AID 2550;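 active means B-score of the integrated fluorescence ratio above library mean plus 3 SD, and starting fluorescence ratio within library mean plus 5 SD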;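 further: higher score means more depolarization so channel activation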
# HIF activator – HIF pathway transcriptional activation; U2OS HRE-luciferase reporter, luminescence; normalized: DMSO 0%, desferrioxamine 100%; activation, % at 7.5 µM (by protocol); hit rate 0.32% among 300,000; AID 1910;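 active means mean activation of at least 10% of the iron chelator positive control signal, with at least half of replicates also reaching 10%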
# Active calls of the source: *; i = inactive; · = no result given.
Molecule,HIF activator,MrgX1 PAM,TRPC4 act,TRPC6 inhibitor,TRPC6 act,MrgX1 antagonist,TRPC4 potent,AI-2 QS modul,TRPC4 block,PolyA inh,MrgX1 ag
CN(C)c1ccc(/C=N/NC(=O)C(=O)/C=C2\NC3(CCCC3)Cc3ccccc32)cc1,-0.2,i,i,i,i,i,i,35,i,i,i
COc1ccc(NC(=S)N2CCCN(Cc3cc(C)ccc3C)C2)cc1,0.0,i,i,i,i,i,i,17,i,i,i
CC(C)C(=O)Nc1cc(C(F)(F)F)ccc1-n1ccnc1,0.5,i,i,i,i,i,i,8,·,i,i
CCOc1ccccc1NC(=O)CCNS(=O)(=O)c1ccc2[nH]c(=O)oc2c1,0.6,i,i,i,i,i,i,17,i,i,i
COCCCNC(=S)N1CCCN(c2nc3cc(C)ccc3cc2C#N)CC1,-0.5,i,i,-11*,i,i,i,9,i,i,i
COc1ccc(C)cc1NC(=O)CNC(=O)Cn1ccc2ccccc2c1=O,0.2,i,i,i,i,i,i,9,i,i,i
COc1ccc(-c2cc(C(F)(F)F)n3nc(C(=O)O)nc3n2)cc1,1.1,i,i,i,i,i,i,32,i,i,i
CCC1SC(=NC(=O)c2ccc(Cl)c(Cl)c2)NC1=O (stereo not drawn),0.1,i,i,i,i,i,i,25,i,i,i
CNC(=O)COc1ncnc2scc(-c3ccc(F)cc3)c12,-0.3,i,i,i,i,i,i,-42,i,i,i
Cc1ccc(C(=O)c2oc3ccccc3c2NC(=O)c2cc(-c3cc(C)ccc3O)n[nH]2)cc1,-0.9,i,i,i,i,-5.2*,i,26,i,i,i
CCCn1c(=O)c(C(=O)NNC(=O)c2ccccc2[N+](=O)[O-])c(O)c2ccccc21,0.2,i,i,i,i,i,i,38,i,i,i
CC(C)(C)n1nc2c(c1NC(=O)C1CC(=O)N(c3ccc(Cl)cc3)C1)CS(=O)(=O)C2 (stereo not drawn),-0.3,i,i,i,i,i,i,7,i,i,i
Oc1c(CN2CCc3ccccc3C2)cc(Cl)c2cccnc12,50*,i,69*,i,i,i,i,-89*,i,i,i
O=[N+]([O-])c1cccc(-c2csc(Nc3ccccc3)n2)c1,5.3,i,i,i,i,i,i,11,i,·,i
COc1ccc2[nH]c(=S)cc(C)c2c1,-0.7,i,i,i,i,i,i,4,i,i,i
CCOC(=O)C1=C(C)N(C)C(C)=C(C(=O)OCC)C1c1ccccn1,-0.5,i,i,i,i,-7.2*,i,16,i,i,i
COc1ccc(CN2CCCC(C(=O)N3CCCCC3)C2)c(OC)c1 (stereo not drawn),-1.2,i,i,i,i,i,i,-3,i,i,i
Cc1cc(=O)[nH]c(SCC(=O)Nc2ccc(Cl)cn2)n1,-0.2,i,i,i,i,i,i,17,i,i,i
CC/C(=N/NC(=O)c1ccccc1O)c1c(C)[nH]n(-c2ccccc2)c1=O,-0.2,i,i,i,i,i,i,-9,i,i,i
CC(NC(=O)c1ccco1)C(=O)N1CCc2ccccc2C1 (stereo not drawn),0.0,i,i,i,i,i,i,-5,i,i,i
CC(C)CCNC(=O)[C@H](Cc1ccccc1)N1Cc2ccccc2C1=O,-1.3,i,i,i,i,i,i,-1,i,i,i
CCOC(=O)c1ccc(NC(=O)c2sc3nc4n(c(=O)c3c2C)CCC4)cc1,0.0,i,i,i,i,i,i,26,i,i,i
COc1ccc(CCNC(=O)c2coc3ccccc3c2=O)cc1,1.4,i,i,i,i,i,i,19,i,i,i
COc1ccc(/C=N/N2CCN(c3ccc(Cl)cc3)CC2)cc1O,-13,i,i,i,i,i,i,7,i,i,i
CCN1C(=O)CSC1=Nc1cccc(C(=O)O)c1,-0.9,i,i,i,i,i,i,28,i,i,i
Clc1ccc(SCc2cc(N3CCOCC3)nc(-c3ccccn3)n2)cc1,-0.2,i,i,i,i,i,i,29,i,i,i
NC(=O)C1CCN(c2ccnc3cc(Cl)ccc23)CC1,0.4,i,i,i,i,i,i,28,i,i,i
COc1cccc(CNC(=O)CCc2nnc(C3CCCCC3)o2)c1,0.4,i,i,i,i,i,i,34,i,i,i
COc1ccc(N2C3=C(C(=O)CC(C)(C)C3)C(c3ccccc3OC)C3=C2CC(C)(C)CC3=O)cc1,-0.3,i,i,i,i,i,i,12,i,i,i
O=C(Cn1nnc(-c2ccccc2NC(=O)c2cccs2)n1)Nc1ccccc1,-0.1,i,i,i,i,i,i,13,i,·,i
Cc1ccc(CNC(=O)CS(=O)(=O)CC(=O)O)cc1,-36,i,i,i,i,i,i,29,i,i,i
Cc1ccc(C2C(C#N)=C(N)Oc3n[nH]c(C)c32)cc1 (stereo not drawn),-0.8,i,i,i,i,i,i,4,i,i,i
Cc1nn(-c2ccccc2)c2sc(C(=O)c3c(N)n(C)c(=O)n(C)c3=O)cc12,0.3,i,i,i,i,i,i,42,i,i,i
Cc1[nH]nc2c1C1(CCOC1C)C(C#N)=C(N)O2 (stereo not drawn),0.2,i,i,i,i,i,i,1,i,i,i
O=C(CSc1nnnn1-c1ccccc1)N1N=CCC1c1ccccc1 (stereo not drawn),-0.7,i,i,i,i,i,i,14,i,i,i
O=C(c1ccc(Br)o1)N1CCN(C/C=C/c2ccccc2)CC1,-0.2,i,i,i,i,i,i,15,i,i,i
Cc1cc(C)c(NC(=O)CN(C)S(=O)(=O)c2ccc3c(c2)n(C)c(=O)c(=O)n3C)c(C)c1,-0.8,i,i,i,i,i,i,12,i,i,i
COc1ccc(S(=O)(=O)Nc2cc3c(C(C)=O)c(C)oc3c3ccccc23)cc1,1.0,i,i,i,i,i,i,30,i,i,i
COc1ccc(OC)c(NC(=O)Cn2c(CCC(=O)O)ccc2-c2ccc(C)cc2)c1,-0.3,i,i,i,i,i,i,20,i,i,i
Cc1ccc(S(=O)(=O)N2CCOCC2)cc1C(=O)NC1CCCC(C)C1C (stereo not drawn),0.4,i,i,i,i,i,i,12,i,i,i
CC(C)(C)c1ccc(C(=O)NC(=S)N2CCOCC2)cc1,2.4,i,i,i,i,i,i,7,i,i,i
Cc1cc(N(C)N)nc(NC(=O)NS(=O)(=O)c2ccccc2Cl)n1,-0.6,i,i,i,i,i,i,29,i,i,i
COc1cc(CN2CCN(c3cccc(C)c3C)CC2)cc([N+](=O)[O-])c1O,-0.2,i,i,i,i,i,i,10,i,i,i
O=C(O)COc1ccc(Br)cc1/C=C1/SC(=O)N(CC(=O)N2CCCC2)C1=O,0.1,i,i,i,i,i,i,19,i,i,i
O=C(Cc1cccs1)Nc1cc(SCCO)cc([N+](=O)[O-])c1,-0.3,i,i,i,i,i,i,35,i,i,i
COc1ccc(Cl)cc1NC(=O)C(C)N(C)Cc1ccc(C(F)(F)F)cc1 (stereo not drawn),-0.2,i,i,i,i,i,i,25,i,i,i
CCCn1c(SCC(=O)NC2CCCC2)nnc1C(C)C,-0.3,i,i,i,i,i,i,25,i,i,i
Cc1ccc(/C=C2\SC(=O)N(CCC(=O)N3CCN(C)CC3)C2=O)cc1,0.7,i,i,i,i,i,i,21,i,i,i
Cc1nc2ccccc2nc(C)c1=NOCc1ccc(C#N)cc1,1.6,i,i,i,i,i,i,-1,i,i,i
Cc1ccc(S(=O)(=O)C2C(=O)N(C)C3(C)CC2c2ccccc2O3)cc1 (stereo not drawn),-0.3,i,i,i,i,i,i,21,i,i,i

# Remaining list, next part.
Molecule,HIF activator,MrgX1 PAM,TRPC4 act,TRPC6 inhibitor,TRPC6 act,MrgX1 antagonist,TRPC4 potent,AI-2 QS modul,TRPC4 block,PolyA inh,MrgX1 ag
Cc1cc(N2CCCCCC2)nc2ccc(F)cc12,·,i,i,i,i,i,i,4,-6*,i,i
Cn1c(COc2ccc(F)cc2)nnc1SCC(=O)NC1CC1,0.5,i,i,i,i,i,i,17,i,·,i
CCS(=O)(=O)N1CCN(C(C)CCc2ccccc2)CC1 (stereo not drawn),0.3,i,i,i,i,i,i,30,i,i,i
CC1(C)CC(NC(=O)c2ccncc2)CC(C)(C)N1O,-0.1,i,79*,i,i,i,i,20,i,i,i
CCOCCCNC(=O)CCC(=O)NNc1nc2ccccc2c2nc(C)nn12,0.5,i,i,i,i,i,i,15,i,i,i
O=C(C1CCCN(S(=O)(=O)c2ccc(Br)s2)C1)N1CCCCCC1 (stereo not drawn),-0.6,i,i,i,i,i,i,37,i,i,i
C/C(=N\NC(=O)c1cccc(S(=O)(=O)N2CCCC2)c1)c1cccs1,0.5,i,i,i,i,i,i,49,i,i,i
CCc1ccc(NC(=O)CC2S/C(=N/N=C3CCCCCC3)NC2=O)cc1 (stereo not drawn),-0.3,·,i,i,i,·,i,25,i,i,·
COCCCNC(=S)NCCCNc1nc2cc(C)cc(C)c2cc1C#N,-0.5,i,i,i,i,i,i,25,i,i,i
O=C(COC(=O)C1CCC1)Nc1ncc(Cl)cc1Cl,-0.1,i,i,i,i,i,i,39,i,i,i
CC1=C(C#N)C(=O)N(C)C(C)(C)C1,-0.2,i,i,i,i,i,i,31,i,i,i
CC(C)(C)c1ccc(S(=O)(=O)N(CCCN2CCOCC2)Cc2cccs2)cc1,0.0,i,i,i,i,i,i,20,i,i,i
O=C1CN(S(=O)(=O)c2ccc(F)cc2)c2ccccc2N1,-0.7,i,i,i,i,i,i,·,i,i,i
COC(=O)c1c(C(=O)OC)c(-c2cccc(Cl)c2)n2c1CS(=O)(=O)C2,0.6,i,i,i,i,i,i,11,i,i,i
O=S(=O)(NCc1cn2ccsc2n1)c1cccs1,0.2,i,i,i,i,i,i,12,i,i,i
Cc1cccc(NC(=O)c2ccccc2OCC(=O)N2CCCC2)c1C,-1.1,i,i,i,i,i,i,3,i,i,i

# Screening results deposited in PubChem by several laboratories.

# This is a subset (hit frequency here may not be typical).
